# G6PDH counter: inhibits Leuconostoc G6PDH, flagging false hits in G6PDH-based assays | Purified L. mesenteroides G6PDH, diaphorase/resazurin coupled fluorescence, 45 min | inhibition, % at 5 µM | 0.12% of 200,000 active; in the data active means inhibition above about 50%
# ROMK primary: modulators of human ROMK potassium channel; B-score at 10 µM; 2% of 130,000 active; Tet-inducible ROMK, thallium flux fluorescence; actives lie on both sides; P48048;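 active means signal ratio slope over the read window, or its plate-corrected B-score, at least 3 SD from the plate mean, either direction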;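 further: B-score of the F/F0 ratio slope over 7 to 12 s after thallium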
# PMI activator: phosphomannose isomerase (human) activation | P34949 | purified human PMI, coupled resazurin fluorescence, 20 min; stronger effect = higher value; 1 = vehicle control, 0 substrate-free wells | activation factor at 20 µM | 0.005% of 190,000 active | AID 1214;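 active means activation factor of 2 or more at 20 µM, relative to plate controls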
# PPARg SRC-1 ag: agonists of human PPARgamma SRC-1 coactivator recruitment; P37231; PPARgamma-SRC-1 coactivator recruitment biochemical assay; activation, % at 8 µM; 0.41% of 200,000 active; AID 631; in the data active means activation above about 19%;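 further: 0% = DMSO and 100% = reference agonist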
# Target sequence (P37231 whole entry, looked up): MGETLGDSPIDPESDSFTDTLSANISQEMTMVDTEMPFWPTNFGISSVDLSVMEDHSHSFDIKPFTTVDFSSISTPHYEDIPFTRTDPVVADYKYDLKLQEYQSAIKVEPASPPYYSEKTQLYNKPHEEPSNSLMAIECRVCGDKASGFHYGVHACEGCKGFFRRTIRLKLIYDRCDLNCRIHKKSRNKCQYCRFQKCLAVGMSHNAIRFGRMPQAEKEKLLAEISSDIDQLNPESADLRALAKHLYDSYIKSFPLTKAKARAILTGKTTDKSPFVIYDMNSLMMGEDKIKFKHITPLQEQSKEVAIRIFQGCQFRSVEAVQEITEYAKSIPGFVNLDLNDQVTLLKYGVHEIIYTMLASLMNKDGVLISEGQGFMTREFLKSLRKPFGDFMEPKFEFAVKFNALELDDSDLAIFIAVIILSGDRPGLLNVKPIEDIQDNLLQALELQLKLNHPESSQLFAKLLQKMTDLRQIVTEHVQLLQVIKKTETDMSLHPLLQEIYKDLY
# Diaphorase inh: inhibits diaphorase or chemically oxidizes, flagging diaphorase assay artifacts. diaphorase resazurin-to-resorufin fluorescence, NADH, 16 min; bacterial (C. kluyveri) enzyme, not human. inhibition, % at 20 µM. 0.69% of 190,000 active;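 active means primary screen inhibition at 20 µM above a set limit, cut at about 50% in these data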;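 further: plate controls were DMSO with full reaction for no effect and wells lacking NADH for full effect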
#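 Benchmarks: positive control wells lacking NADH, neutral wells with DMSO only. System: bacterial diaphorase enzyme (C. kluyveri). Input: 0.14 U/mL diaphorase, enzyme working solution. Detection: resorufin fluorescence, excitation 544 nm, emission 590 nm. Times: 16-min room-temperature incubation before reading.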
# SRC2 TRFRET art: TR-FRET artefact, counter-screen to PPARgamma/SRC-2 agonist assay; TR-FRET ratio at 8 µM; 0.4% of 200,000 active; AID 1049; stronger effect = higher value; in the data active means TR-FRET ratio above about 2000; further: inactives centre near 1500
# PPARg SRC2 recr: promotes SRC-2 coactivator recruitment by human PPARgamma | P37231 | activation, % at 8 µM | 0.34% of 200,000 active | PPARgamma LBD-SRC-2 recruitment, biochemical | AID 1032; in the data active means activation above about 22%;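 further: 0% = vehicle and 100% = reference agonist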
# PMI act hi M6P: PMI (human) activation, high substrate. activation factor at 20 µM. AID 1216. coupled PMI enzyme assay, resazurin fluorescence, 20 min; stronger effect = higher value; 1 = untreated enzyme, 0 = substrate-free blank. P34949. 0.34% of 190,000 active;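 active means activation factor of 2 or more at 20 µM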
#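 Material: human phosphomannose isomerase with PGI, G6PDH, diaphorase coupling enzymes; amount: PMI at 15 ng/mL final; also added: Mannose-6-phosphate 1.0 mM (near-saturating) plus 0.22 mM NADP+; incubation: enzyme reaction with compound 20 min at room temperature; signal: resorufin fluorescence (Ex 544/Em 590 nm) from resazurin via diaphorase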
# Diaph act CS: counter-screen for diaphorase-based assays: diaphorase activators and chemical reducers; Diaphorase/resazurin coupled assay, resorufin fluorescence, 16 min; stronger effect = higher value; 1 = vehicle wells, 0 = NADH-free wells; activation factor at 20 µM; AID 1229; 0.005% of 190,000 active;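 active means diaphorase activity raised at least twofold by the compound at 20 µM; inactive means activation factor below 2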
#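 Measured by – red resorufin fluorescence at 544/590 nm excitation/emission · Test system – Clostridium kluyveri diaphorase, purified enzyme · Incubation – reaction time 16 min, room temperature · Buffer or medium – 50 mM HEPES pH 7.4 with 4.542 mM MgCl2, 0.005% Tween 20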
# S1P3 antag: antagonists of human S1P3 receptor; Q99500; CHO S1P3 NFAT-BLA reporter, FRET fluorescence, antagonist mode; inhibition, % at 4.98 µM; 0.27% of 170,000 active;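 active means inhibition above the plate cutoff, the mean inhibition of test wells on that plate plus 3 SD, cut at about 28% in these data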;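 further: cells challenged with S1P at its EC80 of 0.8 µM; blue over green emission ratio from cleaved BLA substrate after 4 h stimulation; 0% = S1P-stimulated wells and 100% = unstimulated DMSO-only wells; some compounds past the cut are filed as inactive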
# Target sequence (Q99500 whole entry, looked up): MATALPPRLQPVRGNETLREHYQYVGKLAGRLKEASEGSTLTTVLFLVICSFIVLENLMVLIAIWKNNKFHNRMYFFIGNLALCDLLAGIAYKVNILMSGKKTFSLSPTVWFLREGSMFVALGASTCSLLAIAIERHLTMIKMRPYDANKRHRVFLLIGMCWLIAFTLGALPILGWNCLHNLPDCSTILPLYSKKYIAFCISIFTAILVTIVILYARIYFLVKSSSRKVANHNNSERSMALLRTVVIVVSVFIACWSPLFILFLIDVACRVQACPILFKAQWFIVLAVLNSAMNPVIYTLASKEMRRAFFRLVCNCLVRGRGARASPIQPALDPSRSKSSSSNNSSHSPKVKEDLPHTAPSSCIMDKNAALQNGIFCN
# PPARg SRC3 recr: promotes SRC-3 coactivator recruitment by human PPARgamma | 0.26% of 200,000 active | P37231 | activation, % at 8 µM | biochemical PPARgamma/SRC-3 coactivator recruitment assay; in the data active means activation above about 23%;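 further: 0% = DMSO and 100% = reference agonist; some compounds past the cut are filed as inactive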
# Numbers without * were called inactive; · = not tested or not shown. No enrichment for hits, and some 3.3% of all compounds hit somewhere here.
# Start of the data: the first 14 compounds, to show the layout:
SMILES,G6PDH counter,ROMK primary,PMI activator,PPARg SRC-1 ag,Diaphorase inh,SRC2 TRFRET art,PPARg SRC2 recr,PMI act hi M6P,Diaph act CS,S1P3 antag,PPARg SRC3 recr
O=C(COc1ccc(Cl)cc1)NCc1nnc(SCC(=O)NC2CCCCC2)o1,17,-0.11,0.9,4,5,1432,-3,1,0.9,-4,-4
CS(=O)(=O)c1ccc(Cl)c(NC(=O)COC(=O)c2c(Cl)cccc2Cl)c1,15,-0.23,0.8,-5,22,1431,1,0.8,0.8,-6,2
CCCCSc1nc2c(c(=O)[nH]1)CCC2,6,0.68,0.9,6,6,1570,-1,0.9,0.9,-10,-1
Cc1cc(C)nc(N2CCCC(C(=O)NCc3cccc(C(F)(F)F)c3)C2)n1 (stereo not given),10,-0.56,1,5,-3,1673,-2,1,1,-16,-13
CCn1c(COc2c(C)cccc2C)nnc1SCC(=O)N1CCN(c2ccccc2)CC1,0,·,0.9,2,10,1621,5,1,0.9,·,12
Cn1nc(C(=O)Nc2cccnc2)c2ccccc2c1=O,17,-0.26,1,2,9,1434,-2,1,0.9,9,-7
O=C(NCCc1c[nH]c2ccccc12)C(=O)NCC1OCCN1S(=O)(=O)c1ccc(F)cc1 (stereo not given),12,-1.8,0.9,-1,21,1679,3,0.8,0.8,-18,3
CCCc1n[nH]c2c1C(=O)C(C(=O)OC)C(C)(C)C2 (stereo not given),12,-0.14,1.1,2,0,1435,12,1.1,1,-16,-2
CSc1nnc2n(C3CCCCC3)c(=O)c3c4c(sc3n12)CCCC4,-4,-0.076,1,·,9,·,·,1,0.9,·,·
COc1ccc(C(=O)Oc2coc(CSc3nnc(NC(=O)c4cccs4)s3)cc2=O)cc1,13,-0.31,0.9,-3,-1,1344,-5,1,1,-15,-1
COc1cccc(-c2cc(C(=O)Nc3cc(C)on3)no2)c1,6,·,1,3,2,1296,-1,1.1,1,-10,-5
COC(=O)c1ccc(-n2c(C)cc(C(=O)COC(=O)CNS(=O)(=O)c3ccc(C)cc3)c2C)cc1,6,0.32,0.9,0,18,1470,3,1,0.8,-3,3
CSC1=NCCN1C(=O)c1ccc(S(=O)(=O)N2CCCCC2)cc1,2,·,0.9,14,17,1526,3,0.9,0.8,4,5
Cc1cccc(NC(=O)C(=O)NCCCc2ccccc2)c1,6,·,0.8,9,11,1368,-5,1,0.9,9,3

# The whole of this part, repeating the preview:
SMILES,G6PDH counter,ROMK primary,PMI activator,PPARg SRC-1 ag,Diaphorase inh,SRC2 TRFRET art,PPARg SRC2 recr,PMI act hi M6P,Diaph act CS,S1P3 antag,PPARg SRC3 recr
O=C(COc1ccc(Cl)cc1)NCc1nnc(SCC(=O)NC2CCCCC2)o1,17,-0.11,0.9,4,5,1432,-3,1,0.9,-4,-4
CS(=O)(=O)c1ccc(Cl)c(NC(=O)COC(=O)c2c(Cl)cccc2Cl)c1,15,-0.23,0.8,-5,22,1431,1,0.8,0.8,-6,2
CCCCSc1nc2c(c(=O)[nH]1)CCC2,6,0.68,0.9,6,6,1570,-1,0.9,0.9,-10,-1
Cc1cc(C)nc(N2CCCC(C(=O)NCc3cccc(C(F)(F)F)c3)C2)n1 (stereo not given),10,-0.56,1,5,-3,1673,-2,1,1,-16,-13
CCn1c(COc2c(C)cccc2C)nnc1SCC(=O)N1CCN(c2ccccc2)CC1,0,·,0.9,2,10,1621,5,1,0.9,·,12
Cn1nc(C(=O)Nc2cccnc2)c2ccccc2c1=O,17,-0.26,1,2,9,1434,-2,1,0.9,9,-7
O=C(NCCc1c[nH]c2ccccc12)C(=O)NCC1OCCN1S(=O)(=O)c1ccc(F)cc1 (stereo not given),12,-1.8,0.9,-1,21,1679,3,0.8,0.8,-18,3
CCCc1n[nH]c2c1C(=O)C(C(=O)OC)C(C)(C)C2 (stereo not given),12,-0.14,1.1,2,0,1435,12,1.1,1,-16,-2
CSc1nnc2n(C3CCCCC3)c(=O)c3c4c(sc3n12)CCCC4,-4,-0.076,1,·,9,·,·,1,0.9,·,·
COc1ccc(C(=O)Oc2coc(CSc3nnc(NC(=O)c4cccs4)s3)cc2=O)cc1,13,-0.31,0.9,-3,-1,1344,-5,1,1,-15,-1
COc1cccc(-c2cc(C(=O)Nc3cc(C)on3)no2)c1,6,·,1,3,2,1296,-1,1.1,1,-10,-5
COC(=O)c1ccc(-n2c(C)cc(C(=O)COC(=O)CNS(=O)(=O)c3ccc(C)cc3)c2C)cc1,6,0.32,0.9,0,18,1470,3,1,0.8,-3,3
CSC1=NCCN1C(=O)c1ccc(S(=O)(=O)N2CCCCC2)cc1,2,·,0.9,14,17,1526,3,0.9,0.8,4,5
Cc1cccc(NC(=O)C(=O)NCCCc2ccccc2)c1,6,·,0.8,9,11,1368,-5,1,0.9,9,3
COc1ccc2nc(Nc3nc4cc5c(cc4s3)OCCO5)sc2c1,-76,·,0.7,2,21,1612,3,0.7,0.8,-5,-3
O=c1[nH]c2c(n(C3CCCCC3)c1=O)CCC2,6,·,1,-8,12,1576,9,1,0.9,-2,7
CC(C)n1c(-c2cccs2)nc2ccccc21,10,-0.12,1,1,12,1668,12,1,0.9,·,-7
COC(=O)c1[nH]c2cc(OC)ccc2c1NC(=O)CCN1CCCCC1,-12,·,0.9,0,10,1555,-6,1,0.9,3,-5
CC(C)(C)SCCNS(=O)(=O)c1ccc2ccccc2c1,10,-0.88,0.8,-1,20,1679,-4,0.9,0.8,·,-4
COc1ccc(OC)c(-c2csc(N(Cc3ccco3)C(=O)c3ccco3)n2)c1,11,1.5,0.9,11,19,1696,6,0.9,0.8,-1,1
O=C(NC(=S)Nn1cnc2c(cnn2-c2ccccc2)c1=O)c1ccc(Cl)cc1,-1,·,0.9,-4,24,1601,-5,0.9,0.8,-23,0
CC(C)c1ccccc1-n1c(-c2cccnc2)n[nH]c1=S,4,1.4,0.9,0,18,1545,-2,0.9,0.8,-2,-2
COCCSc1nnc(NC(=O)c2ccc([N+](=O)[O-])cc2)s1,11,-0.71,1,8,0,1507,3,0.9,1,-9,9
Cc1ccc(C(C(=O)NCc2ccccc2)N(C(=O)c2csnn2)c2cccc3ccccc23)o1 (stereo not given),10,-0.66,0.7,4,38,1601,9,0.7,0.6,·,4
C=C(Cl)COc1cc(C)cc2oc(=O)cc(CC)c12,7,0.32,0.9,1,12,1465,-3,0.9,0.9,·,-7
Cc1ccc(CSc2nc3ccccc3c(=O)[nH]2)cc1,4,0.98,1.1,1,-13,1610,2,1.1,1.1,-15,-2
O=C(NCc1ccncc1)C1CCN(S(=O)(=O)Cc2ccccc2)CC1,0,0.091,1,3,-6,1699,8,1.1,1.1,·,3
C=CCn1c(SCC(=O)Nc2cc(C)on2)nc2sc(CC)cc2c1=O,8,-0.17,1,8,2,1631,6,1.1,1,·,15
CCOC(=S)SCC(=O)N1CCc2cc(OC)ccc2C1C1C(=O)CCCC1=O (stereo not given),4,·,1,0,7,1613,0,1,0.9,4,2
COc1ccc(C(=O)C2C(c3ccc(-c4ccccc4[N+](=O)[O-])o3)NC(=O)NC2(O)C(F)(F)F)cc1 (stereo not given),-9,·,0.9,1,30,1875,20,0.6,0.7,-3,11
Cc1noc(C)c1COC(=O)CNC(=O)c1cccc(F)c1,12,0.77,1.1,-4,-2,1648,-4,1.1,1,-6,1
CC(C)(C)CN1CCNC(=O)C1CC(=O)NCCc1cnn(-c2ccccc2)c1 (stereo not given),10,-0.18,1.1,7,-15,1710,1,1,1.2,13,2
CS(=O)(=O)NN1C(=O)c2ccccc2NC12CCCC2,-1,0.093,1.1,2,10,1459,8,0.9,0.9,-16,-2
O=C(CC1C(=O)NCCN1C(=O)Nc1ccccc1)Nc1cccc(Cl)c1 (stereo not given),8,-0.4,0.9,11,15,1563,0,0.9,0.8,-6,0
CNC(=S)NNc1nncc2ccccc12,2,-0.16,0.9,8,15,1590,5,0.9,0.9,-11,11
CCCCC(=O)Nc1nc2c(OC)ccc(OC)c2s1,6,·,1.1,-2,6,1661,3,1.1,0.9,7,10
C/C(N)=C(/C#N)C(=O)COC(=O)c1ccc(C)c(S(=O)(=O)N2CCCCC2)c1,-2,-0.38,1,8,6,1705,5,1,0.9,·,0
COc1ccc(C(CC(=O)c2ccccc2)C2CCCCC2=O)cc1 (stereo not given),2,0.18,0.9,3,24,1469,5,0.9,0.8,·,12
COc1ccc(NC(=O)COC(=O)c2ccc(NS(=O)(=O)/C=C/c3ccccc3)cc2)cc1,11,0.026,0.9,9,19,1721,5,0.9,0.8,-2,8
Cc1cccc(NC(=O)c2cc(NC(=O)c3ccco3)ccc2N2CCCCC2)c1,-36,·,0.8,-12,9,1528,-2,0.8,0.9,31,-6
O=C(NCCc1ccccn1)c1ccc(NS(=O)(=O)c2ccc(F)cc2)cc1,3,0.57,1.1,2,7,1507,5,1.1,0.9,11,-2
CC1(C)CC(NC(=O)C(=O)NCCc2ccc(Cl)cc2)CC(C)(C)N1,10,·,1.1,12,-10,1556,-9,1,1.1,8,4
C=CCSc1nc(C)cc2c1C(=O)OC2,5,·,1.1,2,-5,1463,-4,1.1,1,-19,-3
Cc1cc(C)cc(Nc2ccc(C(=O)O)cc2N)c1,3,·,0.9,5,25,1537,2,0.8,0.7,-33,3
CCN(CC)S(=O)(=O)c1ccc(C)c(NC(=O)COC(=O)[C@@H]2CCCN2C(=O)c2cccs2)c1,7,1.3,1,13,0,1707,2,1,1,13,4
